Xi reactivation – activators of X-chromosome reactivation in mouse fibroblasts | 0.055% of 360,000 active | AID 743238 | activation, % at 7.58 µM | XiGFP mouse fibroblasts, % GFP-positive cells imaging, 3 d; cells co-treated with 5-aza-dC sensitizer; scaled so ellipticine positive control = 100%;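 active = mean normalized replicate activation at least 10% and every replicate at or above 10%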;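 also: 0% = median of on-plate neutral control wells and 100% = ellipticine 6 µM median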
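System: 68-5-11 XiGFP fibroblast line | Buffer or medium: DMEM containing 5-aza-dC | Compound: Single point | Times: Compounds 3 days, fix/stain 15 min at room temperature | Benchmarks: Positive control ellipticine, 6 µM final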
RAD54 inh – blocks human RAD54 Holliday junction branch migration | Q92698 | FAM/BHQ fluorescence | inhibition, % at 10.4 µM | 0.14% of 360,000 active | AID 602329;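 active = mean normalized replicate activity at least 40 and at least half of replicates scoring 40 or more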;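 also: 0% = median of neutral control wells and 100% = median of positive control wells; inhibitors cause a drop in the FAM fluorescence signal; in these data hits start at about 50%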
RAD52 inh – RAD52 (human) annealing inhibition | recombinant RAD52 DNA annealing, FRET fluorescence | inhibition, % at 18.7 µM | 0.46% of 360,000 active;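 active = every replicate showing at least 50% inhibition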
S100A4 MyoIIA – inhibitors of human S100A4 binding to myosin IIA peptide; AID 652163; S100A4/TAMRA-MyoIIA peptide fluorescence polarization; 0.14% of 360,000 active; inhibition, % at 10.7 µM; P26447;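 active = mean inhibition of at least 70% across replicates, with every replicate also reaching that level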
Target sequence (P26447 whole entry, looked up): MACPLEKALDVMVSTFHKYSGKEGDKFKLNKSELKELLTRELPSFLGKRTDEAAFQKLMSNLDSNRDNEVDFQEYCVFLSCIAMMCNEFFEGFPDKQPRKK
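Compound dosing: one dose per compound; test system: human S100A4 monomer with TAMRA-labelled myosin IIA peptide; probe or stimulus: TAMRA-labelled myosin IIA heavy-chain peptide probe, 5 nM; medium: HEPES buffer with Ca2+, pH 7.2; schedule: 5 min incubation before reading; benchmarks: neutral control DMSO, positive control TFP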
ERAP1 HTS inh – ERAP1 (human) enzyme inhibition; Q9NZ08; recombinant ERAP1, Leu-AMC fluorescence, 60 min; inhibition, % at 10.7 µM; 0.15% of 340,000 active; AID 652197;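 active = mean replicate inhibition of at least 30%, or all replicates individually reaching that 30% level; inactive = mean below 30% and not every replicate reaching it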;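 also: 0% = neutral control wells and 100% = L-leucinethiol positive control wells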
esBAF inh – inhibitors of esBAF chromatin remodeling in mouse ES cells. Bmi1-luciferase knock-in reporter, 24 h; 100% = twice the neutral-well signal. reporter increase, % at 12.5 µM. 2% of 350,000 active. AID 602393; in the data active = activation above about 40%;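 also: 0% = median of the plate's neutral control wells and 100% = double that signal; a rise in the Bmi1 reporter signal indicates esBAF inhibition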
E-sel inducer – induces E-selectin expression in human endothelial cells | 0.37% of 260,000 active | HUVEC E-selectin immunofluorescence imaging; normalized: neutral wells 0, TNF-alpha wells 100 | activation, % at 7.58 µM | P16581;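 active = mean E-selectin-positive cell signal at least 10% of the positive control, reached in at least 60% of replicates, without over 20% cell loss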;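 also: in these data hits start at about 27%; measured in HUVEC primary endothelial cells; signal is the percent of cells scored E-selectin positive by PE staining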
Target sequence (P16581 whole entry, looked up): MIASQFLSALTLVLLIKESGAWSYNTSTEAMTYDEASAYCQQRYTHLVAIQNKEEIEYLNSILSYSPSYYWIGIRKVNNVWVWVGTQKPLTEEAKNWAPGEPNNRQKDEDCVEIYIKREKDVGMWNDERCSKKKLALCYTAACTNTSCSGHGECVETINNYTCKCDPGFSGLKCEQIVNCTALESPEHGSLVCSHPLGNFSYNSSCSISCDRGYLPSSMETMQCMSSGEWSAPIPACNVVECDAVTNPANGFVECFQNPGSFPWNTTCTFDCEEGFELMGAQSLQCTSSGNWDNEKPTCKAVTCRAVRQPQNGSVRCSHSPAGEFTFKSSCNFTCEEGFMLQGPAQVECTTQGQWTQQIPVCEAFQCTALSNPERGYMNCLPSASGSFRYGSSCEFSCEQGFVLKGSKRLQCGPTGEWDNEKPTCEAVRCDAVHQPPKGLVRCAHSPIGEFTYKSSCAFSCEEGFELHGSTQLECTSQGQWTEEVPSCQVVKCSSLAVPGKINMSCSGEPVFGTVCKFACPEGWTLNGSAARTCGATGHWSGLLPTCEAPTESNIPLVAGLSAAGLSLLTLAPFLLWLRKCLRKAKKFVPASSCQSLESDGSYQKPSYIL
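assay system = HUVEC, human umbilical vein endothelial cells | input = 3,000 HUVEC seeded per well | medium = EGM-2 growth medium on 0.1% gelatin-coated wells | dosing = one compound dose added by pin transfer | signal = immunofluorescence imaging | read-out basis = % PE-positive cells | control set = TNF-alpha, DMSO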
ERp5 block – inhibitors of human ERp5; Q15084; ERp5 insulin aggregation, absorbance 650 nm, 90 min; inhibition, % at 9.99 µM; 0.05% of 350,000 active;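 active = mean replicate inhibition above about 25%, with every replicate also reaching it, limit read from the data, passing the limit was not always enough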
Numbers without * were called inactive; / = no result given; & = joins results of further samples.

The first eight compounds (preview)
SMILES	Xi reactivation	RAD54 inh	RAD52 inh	S100A4 MyoIIA	ERAP1 HTS inh	esBAF inh	E-sel inducer	ERp5 block
COc1ccc(CN(C)C[C@H]2Oc3ccc(NC(=O)Nc4c(C)noc4C)cc3C(=O)N([C@@H](C)CO)C[C@H]2C)cc1	-1.1	-0.9	8.5	-1.9	-1.4	7.3	239.1*	-0.9
C[C@H](CO)N1C[C@H](C)[C@H](CN(C)Cc2ccc(C(F)(F)F)cc2)Oc2c(NC(=O)c3nc4ccccc4s3)cccc2C1=O	-0.7	6.4	2.8	-8.7	-1.0	0.2	-3.4	-2.6
CC(C)(C)C(=O)Nc1ccc(C(=O)CSc2nnc(C3CC3)n2C2CC2)cc1	-0.1	4.3	-1.9	5.6	4.6	1.4	0.1	-6.2
O=C(NNS(=O)(=O)c1ccccc1)c1ccc([N+](=O)[O-])cc1	-0.2	-8.1	0.6	-5.3	-3.3	-6.6	/	0.6
Cc1ccc(S(=O)(=O)N[C@H]2C=C[C@H](CC(=O)NCc3ccncn3)O[C@H]2CO)cc1	-0.7	6.7	-9.8	-0.4	-1.1	-3.9	0.1	-2.3
CCCC(=O)N1CCC2(CC1)CN(C(=O)C1CCCCC1)[C@@H](CO)c1[nH]c3cc(OC)ccc3c12	0.5	/	12.8	-10.0	-0.2	/	-0.2	0.9
COc1ccc2c(c1)C=C([C@@H]1C[C@H]3CN(c4ccccc4)C(=O)[C@]34CCCN14)CO2	0.0	2.3	-27.7	1.6	3.2	2.2	0.6	7.6
O=C(c1ccccn1)N1CC[C@H]2[C@H](CO)Nc3ccc(Br)cc3[C@H]21	0.1	-8.4	-4.7	-0.8	-0.3	-1.7	0.3	-1.0

The listing, previewed entries included:
SMILES	Xi reactivation	RAD54 inh	RAD52 inh	S100A4 MyoIIA	ERAP1 HTS inh	esBAF inh	E-sel inducer	ERp5 block
COc1ccc(CN(C)C[C@H]2Oc3ccc(NC(=O)Nc4c(C)noc4C)cc3C(=O)N([C@@H](C)CO)C[C@H]2C)cc1	-1.1	-0.9	8.5	-1.9	-1.4	7.3	239.1*	-0.9
C[C@H](CO)N1C[C@H](C)[C@H](CN(C)Cc2ccc(C(F)(F)F)cc2)Oc2c(NC(=O)c3nc4ccccc4s3)cccc2C1=O	-0.7	6.4	2.8	-8.7	-1.0	0.2	-3.4	-2.6
CC(C)(C)C(=O)Nc1ccc(C(=O)CSc2nnc(C3CC3)n2C2CC2)cc1	-0.1	4.3	-1.9	5.6	4.6	1.4	0.1	-6.2
O=C(NNS(=O)(=O)c1ccccc1)c1ccc([N+](=O)[O-])cc1	-0.2	-8.1	0.6	-5.3	-3.3	-6.6	/	0.6
Cc1ccc(S(=O)(=O)N[C@H]2C=C[C@H](CC(=O)NCc3ccncn3)O[C@H]2CO)cc1	-0.7	6.7	-9.8	-0.4	-1.1	-3.9	0.1	-2.3
CCCC(=O)N1CCC2(CC1)CN(C(=O)C1CCCCC1)[C@@H](CO)c1[nH]c3cc(OC)ccc3c12	0.5	/	12.8	-10.0	-0.2	/	-0.2	0.9
COc1ccc2c(c1)C=C([C@@H]1C[C@H]3CN(c4ccccc4)C(=O)[C@]34CCCN14)CO2	0.0	2.3	-27.7	1.6	3.2	2.2	0.6	7.6
O=C(c1ccccn1)N1CC[C@H]2[C@H](CO)Nc3ccc(Br)cc3[C@H]21	0.1	-8.4	-4.7	-0.8	-0.3	-1.7	0.3	-1.0
CC(C)C#Cc1cnc2c(c1)C(=O)N([C@@H](C)CO)C[C@H](C)[C@H](CN(C)C(=O)Nc1ccccc1F)O2	0.1	3.8	-2.2	-1.9	-1.4	-5.3	0.7	-0.5
CCOc1ccc(S(=O)(=O)N2CCC(C(=O)NCC3CCCO3)CC2)cc1 (stereo unspecified)	0.0	9.2	-7.4	-6.0	1.0	2.1	-0.7	-0.2
COc1ccc(-c2nc3ccccc3c(=O)n2O)cc1	0.0	-4.0	-6.0	0.8	2.5	0.2	0.1	-1.4
CC1CCN(S(=O)(=O)c2ccc([N+](=O)[O-])cc2)CC1	0.0	-4.6	0.1	-5.6	-4.1	-5.2	1.2	1.5
CCNc1nc(ON=C(C)C)nc(N(C)C)n1	0.0	-0.5	-18.6	-1.2	-1.9	/	-0.3	6.8
O=C(NNC(=O)c1ccc(Cl)nc1)c1ccncc1	0.3	-1.3	-4.2	4.4	0.0	-9.1	-1.1	3.8
C=CCOc1ccc(C[C@H](N)C(=O)NC[C@H]2O[C@@H](n3cc(C)c(=O)[nH]c3=O)C[C@@H]2O)cc1	0.6	-1.9	-18.9	0.8	-0.3	-1.3	0.0	3.9
C[C@@H]1CN([C@H](C)CO)C(=O)Cc2cc(NC(=O)Nc3ccc(F)cc3)ccc2O[C@H]1CN(C)Cc1ccc(-c2ccccc2)cc1	-0.3	-0.1	3.2	16.7	-1.2	1.8	0.2	5.9
COc1ccc(N(CC(=O)NC2CCS(=O)(=O)C2)S(=O)(=O)c2cc(C)ccc2C)cc1 (stereo unspecified)	0.0	-0.7	-14.2	1.1	-0.9	-3.5	0.8	0.0
CC1(C(=O)NS(=O)(=O)c2cccc(Cl)c2)CCN1C(=O)Cc1cccs1 (stereo unspecified)	-0.1	-9.6	-11.5	-4.1	0.0	-6.1	/	0.6
O=C(CCC(=O)NC1CCCCC1)N/N=C/c1ccncc1	0.3	/	-12.6	-0.3	0.3	/	-3.3	0.2
CCN(CC)c1ccc(/C=N/N2CCN(c3ccccc3OC)CC2)cc1	0.1	-6.7	-90.5	-5.9	0.7	-7.7	/	-3.3
C[C@@H]1CN([C@@H](C)CO)C(=O)Cc2cc(N(C)C)ccc2O[C@@H]1CN(C)C(=O)Nc1ccc(F)cc1	-1.0	4.1	-6.9	2.9	-0.4	-1.4	-4.0	-2.6
C[C@H]1CCCCO[C@H](CN(C)C(=O)Cc2ccccc2)[C@@H](C)CN([C@@H](C)CO)C(=O)c2cc(NS(=O)(=O)c3ccc(F)cc3)ccc2O1	-0.3	-1.0	/	/	/	0.7	0.3	/
Cc1cc(C)n(-c2nc3ccccc3c(=O)n2OCC#N)n1	0.0	-13.3	0.3	1.1	1.4	5.5	0.5	3.9
C=CCNC(=O)/C(C#N)=C/c1cc(Br)ccc1OC	0.0	-1.9	10.4	2.5	2.4	-1.9	/	-5.2
O=C(CC1Oc2ccccc2NC1=O)NCCCN1CCN(C2CCCCC2)CC1 (stereo unspecified)	-0.1	-4.2	-13.9	-0.4	/	-11.5	/	-0.6
NC12CC3CC(C1)CC(CC(=O)O)(C3)C2	0.0	-4.5	0.8	1.2	-0.9	0.9	/	4.1
Cc1ccc(NC(=O)/C(=C\c2ccco2)NC(=O)c2ccco2)cc1	0.1	/	-42.0	-0.7	0.0	-2.6	/	-2.5
O=C(O)COc1ccc(NC(=O)c2cccs2)cc1	/	/	-10.1	5.3	1.4	/	/	-2.7
CCOC(=O)C1CCCN(C(=O)c2ccc(OC)cc2)CC1 (stereo unspecified)	0.0	-10.9	-6.1	1.0	-0.6	-4.3	-0.1	-5.2
CCCNC(=O)N1C[C@H](C)[C@@H](OC)CN(C)C(=O)c2cc(NS(=O)(=O)CC)ccc2OC[C@@H]1C	0.0	-4.4	7.8	8.3	1.1	-3.2	-0.1	2.6
C[C@@H]1CN([C@H](C)CO)C(=O)Cc2cc(NC(=O)Nc3ccc4c(c3)OCO4)ccc2O[C@@H]1CN(C)C(=O)NC1CCCCC1	-1.4	-1.3	5.2	-4.6	-2.9	4.9	0.2	8.5
Cc1cccc(C)c1NC(=O)CSc1ccc([N+](=O)[O-])cn1	0.1	/	-40.0	0.8	0.2	/	0.0	-0.5
COc1ccccc1NC(=O)CCC(=O)N(Cc1ccc(OC)c(OC)c1)c1nccs1	-0.1	/	-9.4	1.5	-1.7	/	-0.1	2.8
O=C(C[C@@H]1CC[C@H](NC(=O)c2ccc3c(c2)OCO3)[C@@H](CO)O1)NCc1ccc(F)cc1	-0.1&0.0	-2.1	-2.8&-20.8	20.4&5.0	0.6	5.3	-1.1&6.8	-1.5&3.3
COc1cc(C2=NOC(C(=O)NCc3cccnc3)C2)cc(OC)c1OC (stereo unspecified)	0.0	-1.3	-10.4	0.8	0.2	-3.9	0.1	-1.2
NC(=O)C1CCN(C(=O)CNC(=O)c2ccc(F)cc2)CC1	0.3	/	-19.6	-136.3	3.4	/	0.4	-0.6
CO[C@@H]1CC[C@H]2CCN(C)C(=O)CCCN(C)C(=O)c3cc(C#N)ccc3OC[C@H]1O2	0.1	1.1	-6.5	42.9	1.1	0.3	0.1	-4.8
COc1cccc(N2C(=O)C3CCCN3C2=S)c1 (stereo unspecified)	0.7	-6.4	-3.1	-7.0	1.7	4.6	/	3.9
CN(C(=O)CCc1nc(-c2ccccc2F)no1)c1ccccc1	/	/	2.9	0.8	/	/	0.0	4.5
CC(Nc1nc(-c2ccc(Cl)cc2)cs1)c1nc2cc(Cl)c(N3CCCCC3)cc2n1CCOCCO (stereo unspecified)	0.0	-13.4	-29.0	14.9	-0.9	-10.3	-0.1	1.7
CCCCNC(=S)N1CCC(Cc2ccccc2)CC1	0.1	-1.9	-5.3	-1.1	-3.4	/	2.5	7.8
O=C(NNC(=O)c1ccccc1O)c1ccc(-c2ccc([N+](=O)[O-])cc2)o1	0.0	/	-6.2	0.4	3.0	-16.5	/	3.6
O=S(=O)(c1ccc(Cl)s1)N1CCN(CCc2ccccc2)CC1	0.3	5.0	-28.2	-4.9	-0.8	6.4	-0.1	-9.9
CCCN=C1N(CC)C[C@@H]2[C@@H]3C(=O)N(C)C(=O)[C@@H]3[C@](CC)(C(=O)OC)N12	0.0	4.7	-10.6	-0.6	-3.4	-6.2	/	-19.6
COc1cc(NC(=S)N2CCCC(C)C2)cc(OC)c1OC (stereo unspecified)	0.0	/	-10.2	-9.3	1.1	/	/	7.5
Cc1ccc(C(NC(=O)C2CCN(Cc3ccc(Oc4ccccc4)cc3)CC2)c2ccccn2)cc1 (stereo unspecified)	0.1	-10.9	-21.9	3.6	-2.3	-5.0	0.1	4.9
Cc1csc2ncnc(N3CCN(C(=S)Nc4ccc(C(F)(F)F)cc4)CC3)c12	0.0	-15.4	-12.7	-1.7	/	/	-0.1	-0.4
CCNc1cc(Nc2c(C)n(C)n(-c3ccccc3)c2=O)c([N+](=O)[O-])c2nonc12	0.0	-16.1	-10.5	-0.6	3.3	/	0.0	2.3
Cn1ccc2c(-c3ccc(CO)cc3)cc3c(c21)C1CCC3C1 (stereo unspecified)	0.0	1.0	-11.7	-7.4	/	4.3	8.6	0.7
CCN1C(=O)CC(NC2CCN(C(=O)c3ccc(F)cc3)CC2)C1=O (stereo unspecified)	0.5	-7.8	-4.1	-5.2	-3.8	-8.7	-0.3	-15.5
CCCC(=O)N1CC2(C1)CN(C(=O)c1ccc(F)cc1)[C@H](CO)c1[nH]c3cc(OC)ccc3c12	0.0	/	-4.9	-9.0	0.1	/	0.0	-2.1

Random draw from the library. Share with any hit: about 2.5%.
